CXXC DNA block = blocks binding of human MLL CXXC domain to DNA | Potency, µM (series often up to 115 µM), without a hit: at the highest dose activity change, negative = inhibition, most hits filed as inhibitors | MLL-CXXC / FITC-HOXA9 DNA fluorescence polarization | 0.037% of 290,000 active | AID 2662; active = well fitted inhibition curve with a large enough effect in the polarisation, with a control signal flat, not every such curve was filed as active; inconclusive = small, poorly fitted or top-dose-only effect, or effect the other way, or a change in a side signal; inactive = no such curve, though single readings can be large or run the other way; the % refers to the polarisation; note: potency is the fitted concentration of half-maximal effect
Target sequence (Q03164 whole entry, looked up, the tested form may be a part): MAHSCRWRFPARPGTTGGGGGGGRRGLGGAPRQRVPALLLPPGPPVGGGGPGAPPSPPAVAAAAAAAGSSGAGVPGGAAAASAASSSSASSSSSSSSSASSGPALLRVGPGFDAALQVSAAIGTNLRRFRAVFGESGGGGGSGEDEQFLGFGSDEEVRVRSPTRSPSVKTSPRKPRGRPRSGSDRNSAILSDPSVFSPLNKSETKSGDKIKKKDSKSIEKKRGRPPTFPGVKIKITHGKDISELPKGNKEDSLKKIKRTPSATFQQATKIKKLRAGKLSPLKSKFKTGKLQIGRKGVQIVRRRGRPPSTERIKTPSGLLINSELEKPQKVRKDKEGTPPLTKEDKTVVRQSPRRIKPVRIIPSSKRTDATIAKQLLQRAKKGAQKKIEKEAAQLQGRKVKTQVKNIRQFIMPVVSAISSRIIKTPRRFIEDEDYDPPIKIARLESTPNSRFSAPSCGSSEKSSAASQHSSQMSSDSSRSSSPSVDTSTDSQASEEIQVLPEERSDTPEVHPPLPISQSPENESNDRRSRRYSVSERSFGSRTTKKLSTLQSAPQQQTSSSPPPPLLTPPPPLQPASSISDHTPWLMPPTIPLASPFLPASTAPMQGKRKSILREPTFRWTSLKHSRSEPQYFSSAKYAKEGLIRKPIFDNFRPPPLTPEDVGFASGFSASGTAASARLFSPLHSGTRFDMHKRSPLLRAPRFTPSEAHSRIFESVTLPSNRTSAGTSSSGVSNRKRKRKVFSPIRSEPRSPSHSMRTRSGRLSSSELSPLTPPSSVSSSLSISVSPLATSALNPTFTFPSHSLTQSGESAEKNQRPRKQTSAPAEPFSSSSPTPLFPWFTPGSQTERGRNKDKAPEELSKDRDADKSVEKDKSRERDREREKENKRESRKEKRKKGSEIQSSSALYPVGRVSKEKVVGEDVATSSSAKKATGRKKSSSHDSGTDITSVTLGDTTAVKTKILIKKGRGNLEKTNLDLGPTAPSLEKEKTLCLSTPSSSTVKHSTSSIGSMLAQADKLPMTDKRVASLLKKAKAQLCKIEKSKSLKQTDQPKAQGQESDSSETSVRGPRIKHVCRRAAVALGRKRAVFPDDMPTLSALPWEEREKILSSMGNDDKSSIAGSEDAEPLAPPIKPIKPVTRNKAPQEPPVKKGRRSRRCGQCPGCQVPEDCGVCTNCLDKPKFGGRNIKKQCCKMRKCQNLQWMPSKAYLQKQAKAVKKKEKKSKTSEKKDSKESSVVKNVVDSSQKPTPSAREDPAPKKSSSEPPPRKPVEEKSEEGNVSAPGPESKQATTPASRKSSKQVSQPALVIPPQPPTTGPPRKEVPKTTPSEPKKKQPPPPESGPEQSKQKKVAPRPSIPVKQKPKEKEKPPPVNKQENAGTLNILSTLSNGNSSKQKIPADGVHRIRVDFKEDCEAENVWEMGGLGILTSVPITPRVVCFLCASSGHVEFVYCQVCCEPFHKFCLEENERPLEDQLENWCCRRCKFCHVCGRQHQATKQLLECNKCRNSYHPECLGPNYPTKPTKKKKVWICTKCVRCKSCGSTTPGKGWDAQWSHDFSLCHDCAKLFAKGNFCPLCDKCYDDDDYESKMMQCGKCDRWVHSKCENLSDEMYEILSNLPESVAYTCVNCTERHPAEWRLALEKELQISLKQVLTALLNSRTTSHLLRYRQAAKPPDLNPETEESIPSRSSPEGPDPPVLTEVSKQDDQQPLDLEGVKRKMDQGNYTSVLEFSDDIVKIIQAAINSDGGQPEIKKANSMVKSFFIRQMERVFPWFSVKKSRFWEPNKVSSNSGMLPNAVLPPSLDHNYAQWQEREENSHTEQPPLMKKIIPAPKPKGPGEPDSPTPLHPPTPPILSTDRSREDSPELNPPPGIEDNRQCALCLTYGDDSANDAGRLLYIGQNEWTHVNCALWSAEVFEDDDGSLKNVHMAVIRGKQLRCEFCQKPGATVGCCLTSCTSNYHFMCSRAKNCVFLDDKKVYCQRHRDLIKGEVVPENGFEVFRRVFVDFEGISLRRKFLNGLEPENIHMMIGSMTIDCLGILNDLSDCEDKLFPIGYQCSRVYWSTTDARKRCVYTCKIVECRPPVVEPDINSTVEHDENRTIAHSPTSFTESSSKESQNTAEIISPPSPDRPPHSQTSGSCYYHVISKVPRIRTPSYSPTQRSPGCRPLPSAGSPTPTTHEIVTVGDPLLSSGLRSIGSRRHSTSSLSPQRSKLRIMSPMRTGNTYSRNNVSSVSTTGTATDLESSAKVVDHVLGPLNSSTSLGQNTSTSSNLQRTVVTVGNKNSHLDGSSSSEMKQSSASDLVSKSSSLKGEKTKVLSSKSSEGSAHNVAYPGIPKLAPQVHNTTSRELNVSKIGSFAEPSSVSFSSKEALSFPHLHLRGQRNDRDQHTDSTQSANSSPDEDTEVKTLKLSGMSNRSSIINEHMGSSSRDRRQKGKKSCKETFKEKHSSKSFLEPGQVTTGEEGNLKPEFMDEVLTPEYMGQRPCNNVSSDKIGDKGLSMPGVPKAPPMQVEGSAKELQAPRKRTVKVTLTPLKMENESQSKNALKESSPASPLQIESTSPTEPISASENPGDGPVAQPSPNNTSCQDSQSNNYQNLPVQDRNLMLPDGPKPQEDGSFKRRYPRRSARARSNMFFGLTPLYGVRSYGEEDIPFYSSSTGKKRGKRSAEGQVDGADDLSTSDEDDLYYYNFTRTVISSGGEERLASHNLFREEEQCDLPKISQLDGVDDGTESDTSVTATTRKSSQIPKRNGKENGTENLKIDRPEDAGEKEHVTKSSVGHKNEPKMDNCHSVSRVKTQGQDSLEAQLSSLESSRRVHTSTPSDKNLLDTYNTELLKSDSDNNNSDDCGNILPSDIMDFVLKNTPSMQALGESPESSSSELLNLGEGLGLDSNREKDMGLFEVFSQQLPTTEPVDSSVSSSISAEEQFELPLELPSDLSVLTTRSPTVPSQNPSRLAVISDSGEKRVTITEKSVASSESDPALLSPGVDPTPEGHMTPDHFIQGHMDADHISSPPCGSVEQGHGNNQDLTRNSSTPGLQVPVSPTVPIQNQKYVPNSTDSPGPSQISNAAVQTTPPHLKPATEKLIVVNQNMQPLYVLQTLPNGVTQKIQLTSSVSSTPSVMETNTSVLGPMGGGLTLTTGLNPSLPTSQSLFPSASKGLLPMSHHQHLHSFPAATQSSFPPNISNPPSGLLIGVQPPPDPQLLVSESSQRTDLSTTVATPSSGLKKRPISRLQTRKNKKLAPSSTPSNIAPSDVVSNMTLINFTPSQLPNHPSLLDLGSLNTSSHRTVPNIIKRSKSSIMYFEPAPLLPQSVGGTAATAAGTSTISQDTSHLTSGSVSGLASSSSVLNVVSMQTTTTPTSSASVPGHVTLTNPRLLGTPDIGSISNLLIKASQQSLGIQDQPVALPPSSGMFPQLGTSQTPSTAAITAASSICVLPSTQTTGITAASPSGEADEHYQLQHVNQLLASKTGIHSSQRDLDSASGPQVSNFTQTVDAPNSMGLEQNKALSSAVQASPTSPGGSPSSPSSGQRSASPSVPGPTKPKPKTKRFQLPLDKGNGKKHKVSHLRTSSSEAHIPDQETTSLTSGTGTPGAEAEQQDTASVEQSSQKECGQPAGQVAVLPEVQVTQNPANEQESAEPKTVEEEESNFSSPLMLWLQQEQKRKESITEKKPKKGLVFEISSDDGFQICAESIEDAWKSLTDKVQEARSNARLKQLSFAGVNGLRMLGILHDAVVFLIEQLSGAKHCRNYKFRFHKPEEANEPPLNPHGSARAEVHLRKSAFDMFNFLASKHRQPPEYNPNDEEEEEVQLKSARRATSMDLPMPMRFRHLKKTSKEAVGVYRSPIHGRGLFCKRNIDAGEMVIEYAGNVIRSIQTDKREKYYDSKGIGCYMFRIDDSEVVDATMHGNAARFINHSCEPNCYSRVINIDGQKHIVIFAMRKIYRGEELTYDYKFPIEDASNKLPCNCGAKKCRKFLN
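Purified MLL-CXXC (added from a 7 uM solution) was preincubated 5 min at ambient with pinned compounds in 50 mM Tris-HCl pH 7.5, 50 mM NaCl, 1 mM DTT, 0.05% BSA. Fluorescein-labeled HOX-A9 DNA (50 nM solution) followed, 30 min, then polarization read.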
TCR activator = T cell receptor activation; primary human leukocytes, anti-CD3, IL-2 HTRF, 48 h; Potency, µM (top dose mostly 9.22 µM), for inactives: top-dose activation of IL-2 secretion, usual class: activators; 330,000 tested, under 10 active; AID 504894; note: % of control where 0% means no effect
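IL-2 produced over 48 hr by a-CD3 bead-stimulated primary human leukocytes exposed to compounds was detected with a homogeneous time-resolved FRET immunoassay, 665nm acceptor signal after 320nm excitation.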
Giardia kill = kills Giardia lamblia. Giardia lamblia trophozoite viability. AID 540267. activity change, % at 7.66 µM, hits read low. 0.15% of 340,000 active; in the data active = activity change below about -80%; inconclusive = between about -30% and that limit;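 note: parasites exposed to compound for two days anaerobically before the ATP read; % is set by controls: 0 for no effect and ±100 for the full control effect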
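Compounds were tested on trophozoites seeded at 100 cells/well and held 48 hrs at 37 deg C anaerobically. An ATP-based luminescent kit measured the remaining live cells.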
KCNH2 WT inh = KCNH2 (human, wildtype) channel inhibition; Q12809; U2OS, BacMam KCNH2, thallium flux FluxOr; hits give low values; activity change, % at 1.84 µM; 0.37% of 340,000 active;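 active = maximum activity change below -70%; inconclusive = maximum activity change between -70% and -50%; inactive = maximum activity change above -50%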; note: % is set by controls: 0 for no effect and ±100 for the full control effect
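U2OS cells transduced with wild-type KCNH2 virus are loaded with FluxOr dye for 45 min, and thallium flux is measured in kinetic reads before and after stimulation buffer. Rate constants are normalized to DMSO controls.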
Coupling enz = counter-screen for Giardia aldolase inhibitors: coupling enzyme system; 0.67% of 290,000 active; coupling enzyme system counterscreen, AmpLite Red fluorescence; AID 2472; activity change, negative = inhibition, % at 58.2 µM, hits read low; in the data active = activity change below about -30%; note: % is set by controls: 0 for no effect and ±100 for the full control effect
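Final compound at 57.5 uM, incubated 10 min at RT with coupling enzyme reagent (glyceraldehyde-3-phosphate), then 20 min with substrate and AmpLite Red detection. Fluorescence read at 525/598 nm; tests interference with the coupling assay, not aldolase inhibition.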
AT treatment = potential ataxia-telangiectasia treatment. […] A-T fibroblasts, KAP-1 phosphorylation AlphaLISA; neocarzinostatin DNA damage 30 min before lysis. Potency, µM (titrated, usually from 57.5 µM), for the others: at the highest dose activation, usual class: activators. 0.19% of 320,000 active. AID 485349; note: potency is the fitted concentration of half-maximal effect; % of control where 0% means no effect; nearly all actives have a fitted effect of over 45% in size
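hTERT-immortalized A-T patient fibroblasts ([…]), 500 cells/well in OPTI-MEM, 1% FBS, got compounds for 60 min, then NCS for 30 min at 37C. Lysates were then assayed for phospho-KAP-1 by AlphaLISA (anti-pKAP1 donor, anti-KAP1 acceptor beads), 6 hr at 25C.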
TSHR antagonist = human thyrotropin receptor antagonism | P16473 | TSHR-expressing cells, TSH-stimulated cAMP HTRF, 2 h; hits give low values | activity change, negative = inhibition, % at 11.5 µM | 0.2% of 330,000 active | AID 504810;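 active = activity change below a set negative limit, meaning inhibition stronger than a set level, cut at about -70% in these data; inconclusive = activity change between two set negative limits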; note: % is set by controls: 0 for no effect and ±100 for the full control effect
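TSHR-expressing cells were treated with compounds, then stimulated with TSH at EC80 (4nM final) for 2 hours at 37 deg C. Cellular cAMP was measured by HTRF competition between lysate cAMP and cAMP-d2 for a cryptate-labelled anti-cAMP antibody.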
BCR signal inh = inhibitors of chronic active B-cell receptor signaling | 0.05% of 340,000 active | Potency, µM (doses to about 46.1 µM), for the others: at the top dose ratio change, negative = lower green/red ratio, hits mostly inhibitors | ABC-DLBCL IkBa-CBG/CBR reporter, luminescence ratio, 4 h; active = well fitted inhibition curve with a large enough effect in the signal ratio, with a control signal flat, not every such curve was filed as active; inconclusive = small, poorly fitted or top-dose-only effect, or effect the other way, or a change in a side signal; the % refers to the signal ratio;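 note: potency is the fitted concentration of half-maximal effect; plate controls were basal doxycycline-induced cells for no effect and cells given 10 µM MG132 for full effect; MG132 reads +100%, hits lower the ratio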
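Concentration-response series (up to 46 uM) were applied to TMD8 dual-reporter cells for 4 h at 37C with doxycycline. Green/red ratio, after filter-overlap correction, defined %Activity; red signal alone was normalised to basal cells and zero luminescence.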
Tb PFK inh = inhibitors of T. brucei phosphofructokinase. O15648. T. brucei PFK, ADP-Glo luminescence. Potency, µM (top dose mostly 57.5 µM), for inactives: top-dose activity, negative = inhibition, actives largely listed as inhibitors. 0.17% of 330,000 active;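 note: potency is the fitted concentration of half-maximal effect; 0% = uninhibited 1x PFK enzyme wells and -100% = no-enzyme wells; nearly all actives have a fitted effect of over 60% in size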
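ADP-Glo luminescence quantified ADP after 45 min at room temperature, with 1.25 nM T. brucei PFK, 0.1 mM ATP and 0.5 mM fructose-6-phosphate in pH 8.0 TEA buffer. qHTS titrations up to 57 µM; curves classified by quality.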
GALK inh = inhibitors of human galactokinase; P51570; Purified GALK, Kinase-Glo residual ATP luminescence; Potency, µM (doses to about 57.5 µM), inactives show top-dose activity change, negative = inhibition, actives largely listed as inhibitors; 0.007% of 270,000 active; note: potency is the fitted concentration of half-maximal effect; % is set by controls: 0 for no effect and ±100 for the full control effect
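Human GALK (5 nM) with 35 uM ATP and 100 uM galactose in 20 mM HEPES pH 8.0, 5 mM MgCl2, 60 mM NaCl, 1 mM DTT, 0.01% BSA. After 1 h at room temperature, leftover ATP was read by Kinase-Glo Plus luminescence.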
Numbers without * were called inactive; ? = inconclusive; . = not tested or not shown; [ ] = another dose, or the depositor's remark. Unless noted, calls come from the whole dose curve; as a rule, active = well fitted curve in the direction sought with a large enough effect; inconclusive = small, poorly fitted or top-dose-only effect, or another doubt; inactive = no such curve, though single readings can be large; an effect the other way counts as inactive or inconclusive.

entry | SMILES | CXXC DNA block | TCR activator | Giardia kill | KCNH2 WT inh | Coupling enz | AT treatment | TSHR antagonist | BCR signal inh | Tb PFK inh | GALK inh
1 | COC(=O)C1=C(C)N(Cc2ccco2)C(=O)/C1=C\c1ccc([N+](=O)[O-])cc1 | 18% | -3% | -8 | -1 | -1 | 10% | 7 | 11% | -2% | 7%
2 | N#C/C(=C/c1ccccc1OCc1ccc(F)cc1)c1ccc(C(=O)O)cc1 | ? | 0% | -8 | -3 | 11 | -7% | -6 | ? | 0% | -1%
3 | CCN1CCN(C(=O)c2cc3cc([N+](=O)[O-])ccc3oc2=O)CC1 | 40%[activator] | -2% | -22 | -1 | 3 | -3% | -3 | 0% | 10% | 1%
4 | COc1ccc(NC(=S)NC(NC(=O)c2ccccc2Cl)C(Cl)(Cl)Cl)c([N+](=O)[O-])c1 (stereo not drawn) | 0% | 4% | -3 | 2 | 2 | -1% | -7 | ? | 1% | -2%
5 | O=C(Cn1cnc([N+](=O)[O-])n1)c1ccccc1 | -13% | -19% | -18 | 8 | 2 | -7% | 0 | 1% | 1% | 6%
6 | Cc1nnc(NC(=O)CC(NC(=O)C(F)(F)F)c2ccccc2)s1 (stereo not drawn) | -2% | -4%[46.1 µM] | 7 | -10 | 0 | 0% | -6 | ? | 1% | -1%
7 | COc1cc(C(=O)Nc2ccc(-c3nnc(-c4ccco4)o3)cc2)cc(OC)c1OC | 4% | 0% | 1 | -7 | . | 1% | -3 | 15% | 1% | -2%
8 | CCOCc1c(C(=O)NC2CCCCCC2)oc2ccccc12 | -6% | 8% | 3 | -14 | -5 | 4% | -3 | 3% | 0% | 12%

Taken from above.
For GALK inh, cpd 2 is entered as -1%
For Tb PFK inh, cpd 7 is entered as 1%

(further entries)
entry | SMILES | CXXC DNA block | TCR activator | Giardia kill | KCNH2 WT inh | Coupling enz | AT treatment | TSHR antagonist | BCR signal inh | Tb PFK inh | GALK inh
9 | Cc1ccc(CC(=O)N2CCN(c3ccc([N+](=O)[O-])cc3)CC2)cc1 | -2% | 2% | -14 | 5 | 1 | 11% | 3 | -5% | 2% | -1%
10 | O=C(/C=C/c1ccc2c(c1)OCO2)N1CCOCC1 | -4% | -4% | -24 | 8 | -2 | 3% | 9 | 1% | -2% | 1%
11 | CCCC(=O)NC(c1ccc(N(C)C)cc1)c1c(O)ccc2ccccc12 (stereo not drawn) | 3% | 2%[46.1 µM] | -7 | 0 | -6 | 0% | 14 | ? | -4% | .
12 | O=S(=O)(c1ccc(Br)cc1)N1CCN(Cc2ccco2)CC1 | -4% | 12% | 25 | 6 | 2 | 15% | 2 | ? | -12% | 4%
13 | CCOc1ccc(CNC(=O)c2ccc(Sc3ccc(C)cc3)c(NC(C)=O)c2)cc1OC | 3% | -8%[46.1 µM] | 4 | 14 | 9 | -3% | 13 | 0% | -17% | 1%
14 | CCc1ccc(NS(=O)(=O)c2c(C)nc3sc(CC)nn3c2=O)cc1 | -3% | 1% | 11 | -2 | -2 | 7% | 0 | -15% | -3% | .
15 | COc1ccc(OC)c(S(=O)(=O)Nc2ccccc2C(=O)N2CCCCC2)c1 | . | -11% | -8 | -20 | . | 6% | 15 | -7% | 17% | .
16 | CCCC1(C(=O)OC)NC(c2ccc(OC)c(OC)c2)C2C(=O)N(c3ccc4c(c3)OCO4)C(=O)C21 (stereo not drawn) | 0% | 4% | 3 | -10 | 4 | -1% | -3 | -17% | -7% | 2%
17 | O=C(NS(=O)(=O)c1ccc(Cl)s1)c1ccccc1 | 0% | . | -21 | 10 | -1 | 8% | -11 | 5% | 1% | -3%
18 | Cc1sc2nc(COC(=O)C(NC(=O)c3ccc(Cl)cc3Cl)C(C)C)[nH]c(=O)c2c1C (stereo not drawn) | 1% | -2%[46.1 µM] | 4 | 7 | 1 | 5% | 3 | 0% | -3% | 0%
19 | O=[N+]([O-])c1cccc(OCCN2CCC(Cc3ccccc3)CC2)c1 | 15% | 5% | 12 | 5 | 0 | 0% | 8 | ? | -3% | 2%
20 | NCCCC[C@H]1CNC(=O)C(=O)N1CCC12CC3CC(CC(C3)C1)C2 | 6% | 0% | 3 | -5 | 1 | -18% | 13 | 2% | -3% | 7%
21 | COc1ccc(S(=O)(=O)n2oc(=O)cc2-c2ccccc2)cc1 | 14% | -1% | -3 | -11 | 1 | 0% | 0 | ? | -7% | -1%
22 | CC1CCc2c(sc3nc(C(C)(C)C)nc(N4CCN(C(=O)CCl)CC4)c23)C1 (stereo not drawn) | 9% | 6% | 14 | -1 | -2 | ? | 2 | ? | 2% | -11%
23 | CCn1c(COc2ccccc2C)nnc1SCC(=O)CC(=O)Nc1ccccc1OC | -5% | -2% | 9 | -5 | 1 | 0% | -8 | ? | -1% | -1%
24 | Cc1ccccc1CSc1nc(-c2ccccc2)cc(=O)[nH]1 | ? | 3%[46.1 µM] | -3 | -5 | -1 | 2% | 17 | ? | -12% | 2%
25 | O=S(=O)(Nc1cc(S(=O)(=O)N2CCOCC2)ccc1O)c1ccc2c(c1)OCCCO2 | . | -5% | -3 | -44 | . | 1% | -28 | 5% | ? | .
26 | COc1ccccc1N1CCN(C(=O)c2c(-c3c(Cl)cccc3Cl)noc2C)CC1 | 7% | -10% | 11 | 7 | 2 | 2% | 4 | ? | 0% | -4%
27 | O=C(N/C=C/c1ccccc1)Nc1ccc(Cl)cc1 | -2% | 1% | 1 | 9 | 1 | 1% | -14 | -9% | -23% | -2%
28 | CCOc1ccc(-c2noc(=O)[nH]2)cc1 | 1% | -2% | 10 | -13 | 0 | -2% | -1 | 6% | 3% | -1%
29 | COc1ccc(C(=O)N/C(=C\c2ccccc2)C(=O)Nc2cccc(C(=O)O)c2)cc1 | -20% | -8% | 12 | 3 | 15 | -10% | 0 | 4% | 3% | -2%
30 | NS(=O)(=O)c1ccc(O)c(NC(=O)c2ccc([N+](=O)[O-])o2)c1 | -5% | 3% | -20 | 7 | -1 | -6% | -8 | -11% | ? | -4%
31 | COc1ccc(NC(=O)CN(Cc2ccccc2)S(C)(=O)=O)cc1OC | -1% | -7%[46.1 µM] | 8 | -11 | 4 | -5% | 0 | -10% | -9% | 0%
32 | COc1cccc(-c2sc3ccc(OC)cc3c2-c2ccc(OCCN(C)C)cc2)c1 | . | 12% | -13 | -2 | . | -7% | -1 | -14% | -1% | .

Record cards, as listed above. Values in the order: CXXC DNA block	TCR activator	Giardia kill	KCNH2 WT inh	Coupling enz	AT treatment	TSHR antagonist	BCR signal inh	Tb PFK inh	GALK inh
CCOc1ccc(-c2noc(=O)[nH]2)cc1 across the screens: 1%	-2%	10	-13	0	-2%	-1	6%	3%	-1%
COc1ccc(NC(=O)CN(Cc2ccccc2)S(C)(=O)=O)cc1OC across the screens: -1%	-7%[46.1 µM]	8	-11	4	-5%	0	-10%	-9%	0%
O=C(N/C=C/c1ccccc1)Nc1ccc(Cl)cc1 across the screens: -2%	1%	1	9	1	1%	-14	-9%	-23%	-2%
NS(=O)(=O)c1ccc(O)c(NC(=O)c2ccc([N+](=O)[O-])o2)c1 across the screens: -5%	3%	-20	7	-1	-6%	-8	-11%	?	-4%

Other records follow:
entry | SMILES | CXXC DNA block | TCR activator | Giardia kill | KCNH2 WT inh | Coupling enz | AT treatment | TSHR antagonist | BCR signal inh | Tb PFK inh | GALK inh
33 | COC(=O)c1coc(-c2ccc(C)cc2)c1C(=O)OC | 2% | -54% | 7 | 3 | -1 | . | -2 | ? | -2% | 1%
34 | CCn1cc(C2N3CC4(C)CN2CC(C)(C3)C4=O)c2ccccc21 (stereo not drawn) | -1% | 0% | -1 | 2 | 4 | -1% | 1 | 4% | 3% | 1%
35 | O=C1NC2(CCCCC2)Oc2ccccc21 | -1% | 3% | 7 | -1 | 3 | 0% | 6 | ? | -1% | -2%
36 | Cc1nnc(SCC(=O)N(CC(C)C)c2c(N)n(Cc3ccccc3)c(=O)[nH]c2=O)n1N | . | 1% | -3 | -2 | . | 11% | 5 | -2% | 1% | .
37 | Fc1ccc(CNCc2ccccc2Cl)cc1 | 4% | 4% | -22 | -2 | 1 | 2% | 15 | 4% | -3% | -1%
38 | O=C(CCN1C(=O)c2ccccc2C1=O)Nc1sc2c(c1C(=O)NCc1ccco1)CCCC2 | 1% | 3% | -2 | 4 | 3 | -3% | 33 | -1% | 0% | 0%
39 | COc1ccccc1C(=O)CC(=O)c1ccccc1 | -4% | -4% | -7 | -14 | 0 | -1% | 3 | ? | 3% | 3%
40 | O=S(=O)(c1ccc(OC(F)(F)F)cc1)N1CCCC(N2CCOCC2)C1 (stereo not drawn) | -7% | . | 23 | 6 | 0 | -1% | 6 | -1% | -2% | 4%
41 | CCCN(CCC)S(=O)(=O)c1ccc(C(=O)N2CCN(C)CC2)cc1 | -7% | -2% | 0 | 2 | 2 | 11% | 5 | -1% | 1% | -3%
